# Pol beta inh: qHTS Assay for Inhibitors of DNA Polymerase Beta; P06746; Pol beta primer extension/strand displacement, fluorescence kinetic; Potency, µM (series often up to 114 µM), inactives show at the highest dose activity change, negative = inhibition, usual class: inhibitors; 1.3% of 340,000 active; AID 485314, 2010; note: potency is the fitted concentration of half-maximal effect; % is set by controls: 0 for no effect and ±100 for the full control effect
#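 10 nM enzyme + cpd, 15 min RT; start with substrate 50 nM final; read 0 min and after 10 min RT. Corrected, normalized data; 4-parameter Hill curve fit.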
# GRP78 ERSR act: qHTS for Inducers of the Endoplasmic Reticulum Stress Response (ERSR) in Human Glioma: qHTS. U87-MG GRP78 promoter luciferase reporter, 16 h. AID 602332, 2012. Potency, µM, inactives show at the highest dose activation, actives largely listed as activators. 0.02% of 420,000 active; note: potency is the fitted concentration of half-maximal effect; series mostly up to about 76 µM; % of control where 0% means no effect; nearly all actives have a fitted effect of over 35% in size
#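 ERSR induction read as luciferase luminescence (Bright-Glo, 10 min at room temperature) in stably transfected human U87-MG glioma cells exposed to compounds for 16 h, using GRP78 as sensor.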
# POLH inh: qHTS for Inhibitors of Polymerase Eta; DNA polymerase eta (Homo sapiens), Q9Y253; recombinant Pol eta, fluorescent DNA replication assay; Potency, µM (doses to about 114 µM), inactives show at the top dose activity change, negative = inhibition, usual class: inhibitors; 1.2% of 390,000 active; note: potency is the fitted concentration of half-maximal effect; % is set by controls: 0 for no effect and ±100 for the full control effect
#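 Pol eta (10 nM) was preincubated with compounds for 15 min at room temperature, after which fluorescent replication substrate (50 nM final) was added to start the reaction. Fluorescence was read kinetically at 0 and 10 min.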
# BLM inh: qHTS Assay for Inhibitors of Bloom's syndrome helicase (BLM) | recombinant BLM DNA unwinding, fluorescence dequenching | Potency, µM (highest dose often 56.1 µM), for the others: top-dose activity change, negative = inhibition, hits mostly inhibitors | AID 2528, 2010 | 0.2% of 350,000 active | RecQ-like DNA helicase BLM (Homo sapiens), P54132;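 note: potency is the fitted concentration of half-maximal effect; plate controls were vehicle for no effect and no enzyme for full effect; nearly all actives have a fitted effect of over 35% in size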
# APEX1 inh: qHTS Assay for Inhibitors of the Human Apurinic/apyrimidinic Endonuclease 1 (APE1); DNA repair nuclease/redox regulator APEX1 (Homo sapiens), P27695; 0.35% of 350,000 active; recombinant APE1, TAMRA/BHQ-2 abasic DNA cleavage fluorescence; Potency, µM (highest dose often 65.8 µM), inactives show at the top dose activity change, negative = inhibition, most hits filed as inhibitors;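 note: potency is the fitted concentration of half-maximal effect; plate controls were vehicle for no effect and reference inhibitor for full effect; nearly all actives have a fitted effect of over 55% in size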
# Target sequence (P27695 whole entry, looked up): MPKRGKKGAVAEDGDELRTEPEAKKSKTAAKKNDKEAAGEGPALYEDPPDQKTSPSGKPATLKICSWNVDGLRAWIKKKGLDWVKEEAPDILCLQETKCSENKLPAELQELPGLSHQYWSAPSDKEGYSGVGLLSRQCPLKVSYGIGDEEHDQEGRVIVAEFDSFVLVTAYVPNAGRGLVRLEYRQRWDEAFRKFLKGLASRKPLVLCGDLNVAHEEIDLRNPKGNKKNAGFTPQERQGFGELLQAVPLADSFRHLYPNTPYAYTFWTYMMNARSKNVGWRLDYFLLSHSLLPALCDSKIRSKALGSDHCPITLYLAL
#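 APE1 at 0.75 nM preincubated 15 min at room temperature with compound. Reaction then started with 50 nM double-stranded THF-abasic substrate labelled with TAMRA/BHQ-2, and 525/598 nm fluorescence read kinetically. Activity taken as third-minus-first read difference, normalized to DMSO and NSC13755 controls.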
# Pol kappa inh: qHTS for Inhibitors of Polymerase Kappa | DNA polymerase kappa (Homo sapiens), Q9UBT6 | purified Pol kappa, fluorescent DNA synthesis assay, 10 min | Potency, µM (highest dose often 107 µM), inactives show top-dose activity, negative = inhibition, most hits filed as inhibitors | 0.53% of 400,000 active; note: potency is the fitted concentration of half-maximal effect; % is set by controls: 0 for no effect and ±100 for the full control effect
#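 First, compounds were pin-transferred onto 10 nM Pol kappa. After 15 min at room temperature, substrate was added to 50 nM final. Fluorescence was then measured kinetically at 0 and 10 min.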
# Pol iota inh: qHTS for Inhibitors of Polymerase Iota | AID 588590, 2011 | Pol iota fluorescent replication assay, 10 min | DNA polymerase iota (Homo sapiens), Q9UNA4 | 1% of 390,000 active | Potency, µM (series often up to 115 µM), for the others: at the top dose activity, negative = inhibition, most hits filed as inhibitors; note: potency is the fitted concentration of half-maximal effect
# Target sequence (Q9UNA4 whole entry, looked up): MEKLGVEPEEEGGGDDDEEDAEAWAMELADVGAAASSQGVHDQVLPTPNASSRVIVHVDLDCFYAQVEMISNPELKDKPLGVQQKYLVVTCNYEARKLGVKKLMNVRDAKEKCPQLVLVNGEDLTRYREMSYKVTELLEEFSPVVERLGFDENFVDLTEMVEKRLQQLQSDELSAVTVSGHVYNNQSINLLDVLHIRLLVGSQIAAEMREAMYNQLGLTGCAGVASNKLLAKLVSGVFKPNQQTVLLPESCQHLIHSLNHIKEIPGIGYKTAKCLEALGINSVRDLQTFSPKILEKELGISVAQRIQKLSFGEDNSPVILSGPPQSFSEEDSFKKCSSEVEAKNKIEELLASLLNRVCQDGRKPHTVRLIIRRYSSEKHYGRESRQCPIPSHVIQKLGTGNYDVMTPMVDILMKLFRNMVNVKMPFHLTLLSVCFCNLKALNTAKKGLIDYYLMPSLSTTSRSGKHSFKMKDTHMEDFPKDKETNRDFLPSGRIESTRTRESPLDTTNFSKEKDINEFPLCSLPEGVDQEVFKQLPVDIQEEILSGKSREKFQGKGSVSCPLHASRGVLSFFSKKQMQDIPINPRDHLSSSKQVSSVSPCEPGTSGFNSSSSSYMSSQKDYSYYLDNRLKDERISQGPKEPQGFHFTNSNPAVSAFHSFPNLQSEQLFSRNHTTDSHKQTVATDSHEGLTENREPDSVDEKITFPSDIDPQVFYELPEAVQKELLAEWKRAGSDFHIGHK
#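 Fluorescent replication assay read twice, at 0 min and 10 min after adding 50 nM (final) substrate. Enzyme (10 nM) and compounds were first incubated 15 min at room temperature; enzyme-free buffer wells were negative controls.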
# Anesthetic bind: qHTS Assay for Identification of Novel General Anesthetics | Potency, µM (highest dose often 77.5 µM), for the others: top-dose activity change, negative = displacement, most hits filed as inhibitors | apoferritin/1-aminoanthracene competitive binding, fluorescence | 0.074% of 350,000 active; note: potency is the fitted concentration of half-maximal effect; % is set by controls: 0 for no effect and ±100 for the full control effect; nearly all actives have a fitted effect of over 20% in size
#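 In PBS, apoferritin at 10 uM is loaded with 1-AMA from a 50% saturated solution. After 10 min of compound exposure at ambient temperature, reduced 535 nm fluorescence indicates probe displacement.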
# LDHA block: qHTS assay for inhibitors of human lactate dehydrogenase. activity change, % (values are at about 110 or 230 µM). purified LDHA, NADH/diaphorase-resazurin fluorescence; active compounds read low. L-lactate dehydrogenase A chain (Homo sapiens), P00338. 0.15% of 480,000 active. AID 1347041, 2019; in the data active = activity change below about -30%; inconclusive = mostly about -25% to -30%;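 note: plate controls were DMSO wells for no effect and wells without enzyme for full effect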
#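 Human LDH5 (2 nM) was incubated with 0.06 mM NADH and 0.2 mM pyruvate for 5 min at room temperature in Tris pH 7.4. Remaining NADH was coupled through diaphorase/resazurin, and resorufin fluorescence was read at 0 and 20 min.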
# Active calls of the source: *; u = inconclusive; x = not tested or not shown; [ ] = dose if it differs, or a comment. Unless noted, calls come from the whole dose curve; as a rule, active = well fitted curve in the direction sought with a large enough effect; inconclusive = small, poorly fitted or top-dose-only effect, or another doubt; inactive = no such curve, though single readings can be large; an effect the other way counts as inactive or inconclusive. Not all compounds are listed; the hit share may differ from the screen's.
Compound	Anesthetic bind	LDHA block	Pol iota inh	BLM inh	Pol beta inh	GRP78 ERSR act	POLH inh	APEX1 inh	Pol kappa inh
O=c1[nH]c(=O)n(Cc2ccccc2)c2c1CCC2	-20%	1	2%	0%	19%	-2%	-1%	-5%	-5%
CCOc1ccc(-n2c(C)nc3c(cnn3-c3ccc(C)cc3)c2=O)cc1	-3%	5	2%	0%	3%	0%	-28%	x	-6%
CC(OC(=O)Cc1c[nH]c2ccccc12)C(=O)Nc1ccccc1F (stereo unspecified)	x	-8	23%	x	x	-2%	-16%	-10%	-17%
CCCNC(=O)C1CCN(c2cc(-c3ccccc3)nc3ncnn23)CC1	-6%	-5	31%[activator]	0%	13%	-3%	-19%	10%	-4%
O=[N+]([O-])c1ccccc1C(O)Cc1ccccn1 (stereo unspecified)	x	0	5%	x	x	-7%	-5%	x	-1%
c1csc(C(c2nnnn2C2CCCC2)N2CCCC3(CCCCC3)C2)c1 (stereo unspecified)	-12%	2	6%	-3%	-7%	2%	-5%	3%	-23%
C=CCNC(=O)/C(C#N)=C/c1c(C)nn(-c2ccccc2)c1Cl	u	-15	18%	0%	26%	5%	-1%	4%	-2%
CCn1cc(C(=O)NCCC(=O)NCCCO)c(=O)c2cc3c(cc21)OCO3	-1%	0	-13%	-3%	-16%	7%	-6%	20%	-15%
CC1(C)N=C(c2cccc(F)c2)C(=O)N1	-11%	-1	13%	-1%	8%	-4%	-3%	0%	-6%
CCCCN(CCCC)c1nn[nH]n1	x	-10	-8%	x	x	-1%	-17%	x	6%
CCC(CO)NC(=O)c1cc2c(s1)CCC2 (stereo unspecified)	2%	-2	2%	-2%	u	0%	2%	u	-11%
COc1ccc(OCCC(=O)N2CCN(C)CC2)cc1	-3%	-5	13%	-1%	29%	-1%	-19%	28%	0%
O=c1oc2cc(OCc3nn[nH]n3)ccc2c2c1CCCC2	-2%	-3	71%[activator]	-7%	2%	-5%	6%	-4%	-21%
COC(=O)C1=C(C(=O)OC)C(c2cc(Br)ccc2O)c2sc(=O)[nH]c2S1 (stereo unspecified)	-9%	11	u	-8%	7%	-4%	-17%	2%	6%
CCOC(=O)c1sc(NC(=O)CCCn2nc([N+](=O)[O-])cc2C)c(C(=O)OCC)c1C	-8%	-5	21%	-1%	2%	-2%	-7%	-2%	-5%
Cn1c(=O)c2[nH]c(NCC3CCCO3)nc2n(-c2ccccc2)c1=O (stereo unspecified)	2%	-2	4%	-2%	-5%	-7%	2%	17%	-14%
O=C(Nc1nc2c(Br)cc(Br)cc2c(=O)s1)C1CCC1	-16%	-2	15%	0%	5%	-6%	1%	6%	-22%
Cc1c(OCC(=O)NCCN2CCOCC2)ccc2c3c(c(=O)oc12)CCC3	-5%	-5	45%[activator]	-8%	49%	-6%	-2%	-9%	-2%
Cc1cc(OCc2n[nH]c(=S)n2-c2ccccc2)ccc1Cl	-11%	-10	137%[activator]	-2%	17%	-4%	-13%	0%	-2%
CCCCc1cc(=O)oc2cc(C)cc(OC(C)C(=O)NC(Cc3c[nH]c4ccc(O)cc34)C(=O)O)c12 (stereo unspecified)	-6%	7	-20%	1%	-30%	5%	0%	-17%	-21%
Cc1[nH]c2ccccc2c1/C=C/C(=O)c1ccccc1	1%	4	-3%	-1%	12%	7%	-22%	-4%	-5%
CCCn1c(=S)[nH]c2cc(C(=O)N3CCN(c4ccccc4OC)CC3)ccc2c1=O	-4%	-4	13%	-9%	-12%	-3%	0%	-2%	-5%
COc1ccc(CCNC(=O)C/C(C)=N/NC(=O)c2ccc([N+](=O)[O-])cc2Cl)cc1OC	3%	6	-1%	-4%	18%	3%	-13%	20%	-2%
CC(NC(=O)c1ccc(F)cc1)c1ccccc1 (stereo unspecified)	-7%	-4	3%	0%	29%	-2%	-9%	1%	-1%
CC(C)(C)c1ccc(S(=O)(=O)N2CCC(c3nc4ccc(Cl)cc4[nH]3)CC2)cc1	-10%	-3	7%	-8%	2%	-5%	-6%	5%	-8%
O=C1C=CC(=O)N1c1ccc(OC(F)F)cc1	-10%	1	0%	1%	-1%	-13%	-13%	0%	-3%
O=C(CC1C(=O)N(c2ccccc2)C(=O)N1Cc1ccco1)Nc1ccccc1 (stereo unspecified)	-2%	-13	66%[activator]	1%	1%	2%	7%	-1%	-3%
Cc1ccc(N(CC(=O)NC2CCCC2)C(=O)CNC(=O)c2cccs2)c(C)c1	-10%	0	38%[activator]	0%	-12%	0%	-19%	11%[12.4 µM]	3%
CC(=O)NS(=O)(=O)c1ccc(NC(=O)CCC(=O)Oc2ccc(C)cc2)cc1	-8%	1	-5%	-4%	1%	-7%	-6%	58%[activator]	9%
OCc1cnc(SCc2ccc(F)cc2)n1Cc1ccc(F)cc1	-7%	1	-2%	1%	-3%	-2%	-13%	x	-12%[60.1 µM]
N#Cc1ccc(NC(=O)COCc2cc(-c3ccco3)on2)cc1	4%	0	11%	-4%	-28%	-3%	9%	x	-1%
Cc1ccc(C)c(NC(=O)N2CCC(N3CCN(Cc4ccc(F)cc4)C(=O)C3=O)CC2)c1	57%[activator]	-2	-16%	-3%	0%	-3%	-10%	x	-13%[60.1 µM]
CCCCCCn1cc(C(=O)O)c(=O)c2cc(F)c(N3CCN(C)CC3)cc21	-6%	-1	143%[activator]	-9%	0%	-2%	-1%	-1%	0%
COc1ccc(-c2cc3c(=O)n(CC(=O)NC4CCN(Cc5ccccc5)CC4)ncn3n2)cc1	-11%	-2	1%	-1%	0%	0%	6%	1%	-12%
Cc1cccc(C)c1NC(=O)C(=O)c1cn(C)c2ccccc12	u	-3	11%	-8%	5%	-3%	-24%	9%	-21%
Cc1ccc(S(=O)(=O)N(C)CC(=O)NNC(=O)CCNS(=O)(=O)c2cccc(C)c2)cc1	x	-6	-1%	x	x	2%	-6%	15%	1%
O=c1cc(CN2CCc3ccccc32)c2ccc(O)cc2o1	83%[activator]	-1	u	-5%	0%	-1%	5%	-12%	-32%
COc1ccc(NC(=O)c2cc([N+](=O)[O-])ccc2N2CCCCC2)cc1	-17%	-9	1%	-5%	54%	-2%	-4%	-1%	-7%
COc1ccc(CNC(=O)c2c[nH]c3ccccc3c2=O)cc1	-8%	-11	65%[activator]	-1%	22%	0%	9%	21%	-3%
COc1ccc(C2=NOC(C(=O)Nc3cc(C)on3)C2)cc1OC (stereo unspecified)	-9%	-6	8%	-5%	30%	6%	4%	15%	1%
CCN(Cc1ccccc1)C(c1ccccn1)c1nnnn1C1CCCCC1 (stereo unspecified)	-2%	-1	-3%	-5%	22%	-6%	-14%	-1%	-6%
Cc1ccc(S(=O)(=O)N2CCOCC2)cc1C(=O)OCC(=O)NCc1ccccc1	x	-9	23%	x	x	-2%	-4%	-5%	-8%
CCOC(=O)c1c(NC(=O)CSc2nnc(CNc3ccc(Cl)cc3)o2)sc(C)c1C	-9%	3	u	-10%	-9%	-4%	-15%	u	-4%
COc1ccccc1-c1coc2c(CN3CCC(C)CC3)c(O)ccc2c1=O	72%[activator]	1	u	4%	-10%	-2%	-1%	-5%	-23%
Cc1ccc(CN2C(=O)C[C@@H](NS(=O)(=O)c3ccc4ccccc4c3)C/C=C\C2c2ccc(C)cc2)cc1 (stereo partly specified)	-11%	x	x	2%	x	-3%	x	-3%[50.4 µM]	-14%[60.1 µM]

# Of the compounds above, these contain an aryl methoxy group:
Compound	Anesthetic bind	LDHA block	Pol iota inh	BLM inh	Pol beta inh	GRP78 ERSR act	POLH inh	APEX1 inh	Pol kappa inh
COc1ccc(OCCC(=O)N2CCN(C)CC2)cc1	-3%	-5	13%	-1%	29%	-1%	-19%	28%	0%
CCCn1c(=S)[nH]c2cc(C(=O)N3CCN(c4ccccc4OC)CC3)ccc2c1=O	-4%	-4	13%	-9%	-12%	-3%	0%	-2%	-5%
COc1ccc(CCNC(=O)C/C(C)=N/NC(=O)c2ccc([N+](=O)[O-])cc2Cl)cc1OC	3%	6	-1%	-4%	18%	3%	-13%	20%	-2%
COc1ccc(-c2cc3c(=O)n(CC(=O)NC4CCN(Cc5ccccc5)CC4)ncn3n2)cc1	-11%	-2	1%	-1%	0%	0%	6%	1%	-12%
COc1ccc(NC(=O)c2cc([N+](=O)[O-])ccc2N2CCCCC2)cc1	-17%	-9	1%	-5%	54%	-2%	-4%	-1%	-7%
COc1ccc(CNC(=O)c2c[nH]c3ccccc3c2=O)cc1	-8%	-11	65%[activator]	-1%	22%	0%	9%	21%	-3%
COc1ccc(C2=NOC(C(=O)Nc3cc(C)on3)C2)cc1OC (stereo unspecified)	-9%	-6	8%	-5%	30%	6%	4%	15%	1%
COc1ccccc1-c1coc2c(CN3CCC(C)CC3)c(O)ccc2c1=O	72%[activator]	1	u	4%	-10%	-2%	-1%	-5%	-23%

# Assay outcomes: PubChem BioAssay, National Center for Advancing Translational Sciences (NCATS)
